N370S GC mod: qHTS Assay for Inhibitors and Activators of N370S glucocerebrosidase as a Potential Chaperone Treatment of Gaucher Disease; 0.092% of 330,000 active; Potency, µM (highest dose often 59.4 µM), for inactives: top-dose activity change, negative = inhibition, usual class: inhibitors; N370S GC spleen homogenate, 4MU-glucoside fluorescence; AID 2101, 2009; Lysosomal acid glucosylceramidase (Homo sapiens), P04062;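 note: 0% = full enzyme activity and -100% = no enzyme basal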
TDP1 cell CPT: qHTS for Inhibitors of human tyrosyl-DNA phosphodiesterase 1 (TDP1): qHTS in cells in presence of CPT | Potency, µM (highest dose often 46.2 µM), inactives show at the highest dose activity change, negative = growth inhibition, usual class: inhibitors | 12% of 420,000 active | chicken DT40 Tdp1-/-;hTDP1 cells + 20 nM CPT, ATP luminescence, 48 h; note: nearly all actives have a fitted effect of over 55% in size
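Chicken DT40 Tdp1-/- cells complemented with human TDP1, 400 cells/well, exposed to compounds plus 20 nM camptothecin for at least 48 h at 37 C; viability read as ATP content by CellTiter-Glo luminescence.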
FEN1 inhibitor: qHTS Assay for the Inhibitors of Human Flap endonuclease 1 (FEN1); P39748; Recombinant FEN1 flap cleavage, fluorescence, 15 min; Potency, µM (titrated, usually from 114 µM), inactives show at the highest dose activity change, negative = inhibition, usual class: inhibitors; 0.35% of 390,000 active; note: nearly all actives have a fitted effect of over 65% in size
Target sequence (P39748 whole entry, looked up): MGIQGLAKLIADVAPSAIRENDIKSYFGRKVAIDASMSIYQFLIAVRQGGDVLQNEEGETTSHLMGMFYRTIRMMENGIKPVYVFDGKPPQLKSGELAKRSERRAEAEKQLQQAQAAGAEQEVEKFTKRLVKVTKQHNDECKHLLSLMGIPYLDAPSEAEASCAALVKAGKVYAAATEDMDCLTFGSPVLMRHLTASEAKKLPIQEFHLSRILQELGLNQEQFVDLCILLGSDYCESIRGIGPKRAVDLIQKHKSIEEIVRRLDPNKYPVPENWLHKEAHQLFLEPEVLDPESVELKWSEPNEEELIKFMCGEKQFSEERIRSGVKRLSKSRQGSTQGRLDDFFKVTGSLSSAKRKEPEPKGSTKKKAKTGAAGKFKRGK
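Compounds are tested as a concentration series against 10 nM FEN1; after a 15 min room-temperature preincubation, 50 nM substrate starts cleavage, with plate reads at 0 and 15 min. Normalized responses are fitted by a Hill equation.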
* = called active by the depositor; u = inconclusive; x = not tested or not shown; & = joins results of further samples. Calls come from the whole dose curve; as a rule, active = well fitted curve in the direction sought with a large enough effect; inconclusive = small, poorly fitted or top-dose-only effect, or another doubt; inactive = no such curve, though single readings can be large; an effect the other way counts as inactive or inconclusive. Unless noted, % is set by controls: 0 for no effect and ±100 for the full control effect; potency is the fitted concentration of half-maximal effect.

entry	structure	N370S GC mod	TDP1 cell CPT	FEN1 inhibitor
1	COc1ccc(N2CCN(C(=O)COC(=O)c3oc4ccccc4c3C)CC2)cc1	x	20.6µM*	2.7%
2	COc1ccc(C(=O)NNC(=O)c2snnc2C)cc1	-8.5%	6.7%	1.1%
3	O=C(CCl)Nc1cccc(Oc2ccccc2)c1	-7.8%	3.26µM*	-1.2%
4	Cc1cccc(NC(c2nnc(-c3ccccc3)o2)c2ccc(F)cc2Cl)c1C (stereo unspecified)	x	2.5%	-17.8%
5	COc1ccc(NC(=O)COC(=O)CO/N=C(\C)c2ccc3c(c2)OCO3)cc1S(N)(=O)=O	x	1.5%	5.2%
6	NC1=NC(=O)/C(=C/c2cccc(F)c2)S1	-16.4%	-11.9%	-5.5%
7	COc1ccccc1OC(C)C(=O)N1CCN(Cc2ccc3c(c2)OCO3)CC1 (stereo unspecified)	-2.1%	5.0%	3.8%
8	CN(C)c1ccnc2sc3c(SCc4ccc(Cl)cc4)ncnc3c12	4.7%	16.4µM*	-7.1%
9	CCC(Sc1ncccc1C(=O)OC(C)C)C(=O)N1CCOCC1 (stereo unspecified)	3.7%	-1.7%	-8.4%
10	COc1cccc(CNC(=O)c2cc(S(=O)(=O)N3CCCCC3)cn2C)c1	x	-18.8%	-5.2%
11	COc1cccc(C2CC(c3cccs3)=NN2S(C)(=O)=O)c1 (stereo unspecified)	2.3%	0.5%	2.5%
12	O=C(NC(=S)NCCO)c1sc2ccccc2c1Cl	3.6%	-7.9%	-4.1%
13	CC(C)Oc1ccc(CNC(=O)c2cccc(NC(=O)N3CCSc4ncccc43)c2)cc1	x	u	-13.9%
14	Cc1cccc(NC(=O)CCN2C(=O)C3C4C=CC(C4)C3C2=O)c1 (stereo unspecified)	4.1%	-20.5%	-7.1%
15	CC(C)[C@H](NC(=O)OCc1ccccc1)C(=O)OCC(=O)NCCc1ccccc1	-4.2%	-29.8%	-12.4%
16	CC(C)c1ccc(CN2C(=O)NC3(CCCCCC3)C2=O)cc1	-1.6%	u	9.5%
17	COc1ccc2c(c1)C1OCCC1C(c1ccco1)N2 (stereo unspecified)	x	23.1µM*	1.4%
18	CNC(=S)NC1CC2CCCC(C1)N2Cc1ccccc1OC (stereo unspecified)	1.0%	3.1%	0.8%
19	COc1cccc(NC(=O)c2nn(-c3ccc(C)cc3)c(=O)n(C)c2=O)c1	x	u	11.5%
20	O=C(CSc1nccn1-c1ccccc1)NO	-5.2%	6.1%	22.2%
21	CCN(CC)S(=O)(=O)c1cccc(C(=O)N/N=C/c2ccc([N+](=O)[O-])o2)c1	-15.6%	20.6µM*	-0.1%
22	CCN(CC(=O)Nc1cccc(OC)c1)CC(=O)Nc1cccc2ccccc12	x	u	3.7%
23	O=C1c2oc3ccccc3c(=O)c2C(c2cccc(F)c2)N1CCCO (stereo unspecified)	-6.0%	-8.2%	-12.4%
24	CCOc1ccc(NC(=O)c2c(NC(=O)Cc3ccccc3)sc3c2CCCCC3)cc1	x	18.4µM*	u

4 entries from above, with two lines to a compound.
Sequence of screens: N370S GC mod, TDP1 cell CPT, FEN1 inhibitor
17) COc1ccc2c(c1)C1OCCC1C(c1ccco1)N2 (stereo unspecified)
→ x, 23.1µM*, 1.4%
18) CNC(=S)NC1CC2CCCC(C1)N2Cc1ccccc1OC (stereo unspecified)
→ 1.0%, 3.1%, 0.8%
19) COc1cccc(NC(=O)c2nn(-c3ccc(C)cc3)c(=O)n(C)c2=O)c1
→ x, u, 11.5%
20) O=C(CSc1nccn1-c1ccccc1)NO
→ -5.2%, 6.1%, 22.2%

(cont.)
entry	structure	N370S GC mod	TDP1 cell CPT	FEN1 inhibitor
25	COc1ccc(NC(=O)c2cncn2-c2ccccc2)cc1	-1.4%	9.4%	-0.5%
26	CCCNC(=O)NCCc1ccncc1	25.0%	-3.2%	-2.8%
27	CCN(CC)C(=O)N1CCn2c(nc3ccccc32)C1	23.1%	4.6%	-3.6%
28	Cc1cc(-c2nnc(-c3cccc(Cl)c3)o2)no1	4.2%	-4.1%	-12.1%
29	C=CCNC(=O)CSc1nnc(-c2ccccn2)n1Cc1ccccc1	6.4%	0.9%	20.7%
30	CCn1cnc2scc(-c3ccc(C)c(C)c3)c2c1=O	11.3%	u	8.2%
31	COc1ccc(C(=O)C2CCN(CC(=O)Nc3ccccc3F)CC2)cc1	2.7%	-19.5%	-19.3%
32	O=C(Oc1ccc2c(c1)OCO2)c1ccc(F)cc1Cl	8.7%	-17.5%	-2.3%
33	CCCCOc1ccccc1NC(=O)c1ccco1	9.9%	u	-7.1%
34	CCc1nnc(NC(=O)C2CCC(CNc3c(N4CCC(C)CC4)c(=O)c3=O)CC2)s1 (stereo unspecified)	1.6%	13.0%	2.6%
35	CCOc1ccccc1N(CC(=O)Nc1ccc(OC)cc1)S(=O)(=O)c1ccccc1	u	u	1.9%
36	COc1ccc(C(C)=O)cc1CSc1nnc(Nc2c(C)cccc2C)s1	-0.3%	20.6µM*	-5.3%
37	CC(C)C(C)(C#N)NC(=O)CSc1nc2scc(-c3ccco3)c2c(=O)n1-c1ccccc1 (stereo unspecified)	u	-18.0%	5.3%
38	Cc1ccc(CNC(=O)CSc2cc(C)[nH]c(=O)n2)cc1	x	20.8%	-7.2%
39	COC(=O)c1ccc(/C=C/C(=O)c2ccc(OC)c(OC)c2)cc1	9.8%	u	-16.3%
40	CN1C[C@@H]2C(c3ccc(C(F)(F)F)cc3)C3(c4ccc(C#N)cc4)CC2(C3)[C@H]1c1ccccc1 (stereo partly specified)	-9.1%&-14.8%	10.3µM*	-4.0%
41	O=C(Nc1ccccn1)C1CCN(S(=O)(=O)c2ccc3ccccc3c2)CC1	1.4%	-21.5%	9.9%
42	CC(=O)Nc1ccc(S(=O)(=O)NCCSc2ccccn2)cc1	-1.9%	u	3.4%
43	O=C(c1cc(COc2ccc(F)cc2F)on1)N1CC2C[C@@H]3CC1C[C@H](C2)C3	u	6.51µM*	-1.1%
44	CN(C)S(=O)(=O)Oc1ccsc1C(=O)Nc1ccc(Cl)c(Cl)c1	u	-10.3%	-2.1%
45	Cc1cccc(-c2cccc(NC(=O)C3CCCN(Cc4cccnc4)C3)c2)c1 (stereo unspecified)	u	u	-16.2%
46	CCN(CC(=O)Nc1ccc(NC(C)=O)cc1)C(=O)c1c(C)nn(-c2ccc(F)cc2)c1Cl	x	-4.0%	2.0%
47	Cc1ccc(NC(=O)C2CCN(C(=O)N3CCOc4ccccc43)CC2)cc1	-2.1%	u	-18.4%
48	O=C(NC1CCCC1)c1ccc2c(c1)N(Cc1ccc(C(F)(F)F)cc1)C(=O)c1ccccc1S2	x	20.6µM*	-17.7%
49	CC(=O)C1=C(O)C(=O)N(C)C1c1ccccc1F (stereo unspecified)	-15.7%	24.2%	7.5%
50	Fc1ccc(-c2cn(-c3ccccc3)c3[n+]2CCS3)cc1	0.4%	u	3.6%
51	COc1ccc(C2C(C(=O)N3CCCC3)c3cc(OC)c(OC)cc3C(=O)N2C)cc1 (stereo unspecified)	-5.4%	-0.9%	-5.9%
52	Cc1ccc(NC(=O)NCCc2c(C)nn(C)c2C)c(Cl)c1	x	-7.7%	-0.5%
53	COCC(=O)N1CCC2(CCCN(Cc3cc(C(F)(F)F)cc(C(F)(F)F)c3)C2)CC1	-9.0%	0.8%	x
54	CCc1c(C)c(C#N)c2nc3ccccc3n2c1-n1nc(C)cc1C	8.3%	-24.2%	6.1%
55	CCCn1cnc2sc(C(N)=O)c(C)c2c1=O	8.2%	-6.2%	2.6%
56	Cc1nc2ccccn2c1C(=O)N/N=C/c1ccc([N+](=O)[O-])o1	-10.6%	2.91µM*	u
57	Cc1ccccc1CC1(CO)CCCN(Cc2c(C)nn(C)c2Cl)C1 (stereo unspecified)	12.5%	19.2%	6.7%
58	CC(C)NS(=O)(=O)c1ccc(OCC(=O)NCc2ccccc2)cc1	7.3%	-4.4%	-1.7%
59	N#C/C(=C\c1c(N2CCC(C(N)=O)CC2)nc2ccccn2c1=O)S(=O)(=O)c1ccc(Cl)cc1	17.8%	-2.0%	-4.9%
60	O=S(=O)(N/N=C1/CC(c2ccccc2)Oc2ccccc21)c1ccc(Br)cc1 (stereo unspecified)	-3.6%	u	-12.7%
61	CCOC(=O)CCSc1cc(C)c2ccccc2n1	2.5%	-2.0%	6.1%
62	Nc1nc2ccc(Cl)cc2[nH]1	x	2.2%	13.1%
63	COc1cn(-c2ccccc2)nc1C(=O)NCc1ccccc1	7.7%	-27.5%	-3.2%
64	CC(C)(C)c1cc(CCC(=O)N2CCCC2)cc(C(C)(C)C)c1O	-11.7%	u	12.3%
65	CCSC1=C(C#N)C2(CCCCC2)C(C#N)C(=O)N1 (stereo unspecified)	0.9%	-0.7%	7.8%
66	CCN(CC(=O)Nc1ccc(NC(C)=O)cc1)C(=O)c1c(-c2c(F)cccc2Cl)noc1C	-7.6%	3.2%	15.8%
67	CCOC(=O)c1sc2nc(C)nc(NC3CCC(O)CC3)c2c1C (stereo unspecified)	-1.1%	-24.0%	-15.6%
68	O=C(NCC(=O)N(c1cnc2ccccc2c1)C(C(=O)NC1CCCC1)c1ccncc1)c1ccco1 (stereo unspecified)	13.1%	-2.5%	5.0%
69	OC1CCCN(CC(O)c2ccccc2)C1 (stereo unspecified)	6.0%	-20.8%	1.4%
70	COc1ccc(CCN2C(=O)CC(NNc3ccc([N+](=O)[O-])cc3)C2=O)cc1OC (stereo unspecified)	3.6%	20.6µM*	3.1%
71	CC(=O)Nc1ccc(S(=O)(=O)N2CCC3(CC2)OCCO3)cc1	-14.4%	-17.7%	7.1%
72	Cc1ccc(CNC(=O)CCCCCNC(=O)N2CCn3c2nc2ccccc23)cc1	8.9%	18.4µM*	3.0%
73	Nc1nc2ccccc2n1CCOc1ccccc1Cl	-14.3%	u	3.9%
74	Cc1cc(NC(=O)CCC(=O)N(c2ccc(C)c(F)c2)C(C(=O)NC2CCCC2)c2ccco2)no1 (stereo unspecified)	2.2%	4.5%	1.4%
75	CCCCCCNC(=O)CCCCCNS(=O)(=O)c1ccc(OC)cc1	-24.3%	18.4µM*	4.9%
76	CC(=O)c1c(C)[nH]c(C(=O)Nc2ccc3c(c2)OCCO3)c1C	u	-17.3%	-6.8%
77	CCSc1nnc(NC(=O)c2csc3c2CCCC3)s1	7.1%	u	5.2%
78	COc1ccc(C(=O)Nc2nnc(SCC(=O)NCc3ccco3)s2)c(OC)c1	-2.9%	u	-3.6%
79	Cc1cc(C)n(C(=O)c2ccc(Cl)c(F)c2F)n1	5.8%	1.5%	6.4%
80	CCOc1ccc(S(=O)(=O)Nc2ccc3oc(C)c(C(=O)OCCOC)c3c2)cc1	x	1.84µM*	2.1%

Of the compounds above, these contain an NH in an aromatic ring:
entry	structure	N370S GC mod	TDP1 cell CPT	FEN1 inhibitor
38	Cc1ccc(CNC(=O)CSc2cc(C)[nH]c(=O)n2)cc1	x	20.8%	-7.2%
62	Nc1nc2ccc(Cl)cc2[nH]1	x	2.2%	13.1%
76	CC(=O)c1c(C)[nH]c(C(=O)Nc2ccc3c(c2)OCCO3)c1C	u	-17.3%	-6.8%

The results go on.
entry	structure	N370S GC mod	TDP1 cell CPT	FEN1 inhibitor
81	Cc1nnc(-c2cccc(C(F)(F)F)c2)nc1N1CCOCC1	-12.3%	4.6%	8.9%
82	Cc1cccc(NC(=O)C2C(c3ccccc3)C2(Cl)Cl)c1 (stereo unspecified)	9.3%	u	u
83	CNC(=O)C1CC(=O)N(Cc2ccc(OC)c(OC)c2)C(=Nc2ccc(OC)cc2)S1 (stereo unspecified)	-0.4%	-5.8%	-4.8%
84	COc1cccc(-c2csc(-c3c(N)c(C(=O)c4ccc5c(c4)OCO5)n4ccccc34)n2)c1	x	-29.6%	8.7%
85	CCN(C(=S)Nc1cc(S(=O)(=O)N2CCOCC2)ccc1Cl)c1cccc2ccccc12	-12.8%	18.4µM*	11.6%
86	N#C/C(=C/c1ccc(N2CCCCCC2)o1)c1ccc(Cl)cc1	3.4%	14.6µM*	7.9%
87	O=[N+]([O-])c1cccc(Cn2cnc3c(=S)nc[nH]c32)c1	x	0.3%	-4.4%

The list is partial, so the mix of outcomes need not match the whole.
